KOR beta-arrestin-1: KOR agonists, beta-arrestin recruitment, primary screen, cell-based, luminescence, uHTS (AID 1777); 0.02% of 280,000 active; one-dose activation, % at 10 µM; EC50 in µM for titrated hits; KOR beta-arrestin recruitment, luminescence; higher % means a stronger effect; in the data active = activation above about 50%, passing the limit was not always enough; also: a part of the inactive calls stands beside numbers as strong as those of hits
NOD1 NF-kB reporter: NOD1 signaling inhibitors, primary screen, cell-based, luminescence, uHTS (AID 1578); NOD1-driven NF-kB luciferase reporter cells, luminescence; higher % means a stronger effect; inhibition, % at 4 µM, or EC50 in µM where a hit was titrated; 1% of 290,000 active; in the data active = inhibition mostly above about 36%, no sharp cut-off; inactive = mostly below about 34%;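 also: HEK-293T reporter cells stimulated with the NOD1 agonist gamma-tri-DAP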
GPR55 activation: GPR55 agonists via beta-arrestin recruitment, primary screen, imaging, U2OS cells, beta-arrestin-GFP redistribution (AID 1961); 0.048% of 290,000 active; U2OS GPR55 beta-arrestin-GFP redistribution imaging; higher % means a stronger effect; one-dose activation, % at 10 µM; EC50 in µM for titrated hits;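 active = activation above 40% with more than 50 cells counted in the well; inconclusive = wells holding fewer than 50 cells, flagged as toxic or sparse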;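 also: U2OS osteosarcoma cells stably expressing GPR55 and beta-arrestin-GFP; plate controls were DMSO negative control for no effect and LPI positive control for full effect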
GPR35 antagonists: GPR35 antagonists blocking zaprinast-driven arrestin recruitment, primary screen, imaging, U2OS, beta-arrestin-GFP, zaprinast agonist (AID 2058); U2OS GPR35 beta-arrestin-GFP translocation imaging, zaprinast antagonism; higher % means a stronger effect; inhibition, % at 10 µM; hits with a dose series show IC50 in µM; 0.052% of 290,000 active;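 active = inhibition of at least 50% with at least 30 cells and total cytoplasm GFP at most 10,000,000; inconclusive = under 30 cells or total GFP of 10,000,000 plus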
GPR55 antagonists: GPR55 antagonists blocking LPI-driven arrestin recruitment, primary screen, imaging, U2OS, beta-arrestin-GFP, LPI agonist (AID 2013). 0.13% of 290,000 active. U2OS GPR55 beta-arrestin-GFP translocation imaging, LPI antagonism; higher % means a stronger effect. inhibition, % at 10 µM, or IC50 in µM where a hit was titrated;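 active = spots per cell inhibited over 60%, with over 100 cells counted and total cytoplasm intensity under 500,000; inconclusive = wells with under 100 cells, flagged as likely toxic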;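 also: U2OS cells stably carrying GPR55 and arrestin-GFP stimulated by 5 µM LPI near EC80; imaged beta-arrestin-GFP aggregate spots per cell after agonist stimulation; plate controls were LPI-stimulated DMSO wells for no effect and DMSO wells without LPI for full effect; some results filed as inactive read as strong as hits; confirmed hits need IC50 under 10 µM and bright autofluorescent wells are also inconclusive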
HIV peptide binding: cell-free HIV fusion peptide-binding blockers – biochemical, uHTS, fluorescence dequenching, primary screen (AID 1986). cell-free peptide binding, fluorescence dequenching, 30 min; higher % means a stronger effect. one-dose inhibition, % at 20 µM; IC50 in µM for titrated hits. 0.3% of 290,000 active; in the data active = inhibition mostly above about 52%, no sharp cut-off; inactive = mostly below about 76%; also: some results filed as inactive read as strong as hits
HEK293 NOD2/NF-kB: NOD2 signaling inhibitors, cell-based, luminescence, uHTS, HEK293 (AID 1566); inhibition, % at 4 µM, or EC50 in µM where a hit was titrated; 0.63% of 290,000 active; HEK293 NOD2/NF-kB luciferase reporter, luminescence; higher % means a stronger effect; also: many of its hits are not listed in these tables
Myeloid diff MLP: myeloid differentiation induction; ER-HoxA9 myeloid progenitors, lysozyme-GFP differentiation, flow cytometry; calls only at 10 µM; 1% of 360,000 active; AID 624256;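 active = normalized GFP-positive differentiation at or above the plate's own cutoff, the solvent-only control mean plus 3 SD; inconclusive = no clear call, values can overlap the other calls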;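 also: cells exposed to compound for four days before flow analysis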
KOR beta-arrestin-2: kappa opioid receptor blockers – cell-based, luminescence, uHTS (AID 1778); KOR beta-arrestin recruitment, luminescence, antagonist mode; higher % means a stronger effect; inhibition, % at 10 µM; hits with a dose series show IC50 in µM; 0.091% of 290,000 active; also: strong numbers were not always called active
Myeloid diff MLP GFP+ MAC1+ %: recorded beside Myeloid diff MLP, whose call it bears; GFP+ MAC1+ double positive, %; measured here: differentiation confirmed by MAC1 staining
* hit, by the source's call; i = inactive; u = inconclusive; x = no result given; [ ] = another dose, or the depositor's remark. Rule as the data show it, unless noted: active = inhibition above about 50%; inactive = the rest.

SMILES	KOR beta-arrestin-1	NOD1 NF-kB reporter	GPR55 activation	GPR35 antagonists	GPR55 antagonists	HIV peptide binding	HEK293 NOD2/NF-kB	Myeloid diff MLP	Myeloid diff MLP GFP+ MAC1+ %	KOR beta-arrestin-2
CCCN1C(=O)c2ccccc2NC1c1ccc(Br)cc1 (centres undefined)	0.5%	-10%	0.4%	-5%	22%	-0.6%	6%	x	x	-15%
O=S(=O)(c1ccc(C(F)(F)F)cc1)N1CCCN(c2ccc(C(F)(F)F)cn2)CC1	3.2%	-12%	-0.1%	1%	-1%	-0.6%	6%	i	0.2	-17%
Cc1ccc(SCc2nc3ccccc3n2CC(=O)Nc2ccccc2)cc1	x	0%	-0.1%	3%	-2%	-2.7%	-14%	i	0.8	x
Cc1ccc(NC(=O)C2CCN(c3ncnc4c3nc3n4CCCCC3)CC2)nc1	1.3%	52%	0.8%	-17%	0%	-0.4%	42%	i	4.7	-18%
CC(C)Sc1nc(C(F)(F)F)cc(=O)n1-c1ccccc1	-1.0%	-2%	0.0%	-9%	-7%	1.7%	22%	i	1.3	3%
COc1cc(OC)cc(C(=O)NNS(=O)(=O)c2ccc(F)cc2)c1	6.7%	-25%	0.2%	5%	2%	-2.2%	2%	i	0.4	20%
Nc1ccc(C(=O)Nc2ccc3nc(-c4cccnc4)[nH]c3c2)cc1	-2.5%	1%	0.3%	-9%	12%	-0.3%	21%	i	1.0	22%
Cc1ccc(C(=O)OCC(=O)c2c[nH]c3ccccc23)cc1NC(=O)c1ccco1	-1.9%	-18%	-0.1%	-19%	7%	0.3%	6%	i	3.6	-7%
Cc1ccccc1/C=C/C(=O)N1CCOCC1	-0.4%	-47%	-0.2%	-12%	-1%	-0.9%	-6%	i	0.2	0%
Cc1cc(C)n(C(=O)/C(C#N)=C/N(C)C)n1	-1.0%	-48%	-0.1%	-2%	5%	-1.5%	5%	i	0.4	1%
CC(=O)c1ccc(NC(=O)CSc2ccc(-c3ccco3)nn2)cc1	1.6%	-21%	-0.1%	0%	14%	2.0%	23%	i	0.3	-17%
COc1ccccc1CNC(=O)COc1ccc(C)cc1	-3.9%	-17%	-0.2%	11%	-2%	-0.3%	11%	i	0.8	9%
N#Cc1cc2c(ccc3ccccc32)oc1=O	1.5%	35%	0.2%	1%	-1%	-0.5%	-9%	i	0.5	-23%
COc1ccc(Cc2nnc(N/N=C/c3ccc(C)o3)[nH]c2=O)cc1	-3.0%	-39%	0.1%	11%	4%	1.4%	-4%	i	0.4	9%
CCC(C)NCCOc1cccc(Br)c1 (centres undefined)	-2.8%	-12%	0.1%	-1%	-4%	0.2%	3%	i	0.3	8%
Cc1ccc(-n2c(Cc3cccc4ccccc34)n[nH]c2=S)c(C)c1	-2.3%	7%	-0.2%	-7%	80%	2.4%	12%	i	0.4	-24%
Cc1ccccc1C1NC(c2ccccc2C)C([N+](=O)[O-])C(C)(C)C1[N+](=O)[O-] (centres undefined)	x	-3%	0.0%	4%	11%	-2.8%	0%	i	0.4	19%
O=C(Cc1ccc(F)cc1)Nc1ccccc1Sc1ccccc1	0.7%	-8%	0.1%	6%	-1%	-0.8%	-1%	i	0.1	21%
COc1ncccc1-c1nnn(-c2ccc(F)cc2)n1	-3.8%	6%	-0.1%	-5%	0%	0.6%	-78%	i	1.1	1%
Cc1cccc(NC(=O)N2CCC(C(=O)c3ccc(F)cc3)CC2)c1	2.1%	-34%	-0.1%	1%	-3%	1.0%	-8%	i	1.4	-26%
O=C(CN1CCN(Cc2ccccc2F)C1=O)NCCN1CCOCC1	2.5%	5%	-0.2%	-4%	-7%	-3.9%	0%	i	2.7	-11%
O=C(NCCO)c1ccc2nc(Cc3cccc(Cl)c3)oc2c1	-1.9%	-26%	0.3%	-4%	2%	1.8%	-4%	i	0.7	20%
Cc1n[nH]c(C)c1CCNC(=O)C1CCC(=O)N(Cc2ccccc2F)C1 (centres undefined)	-1.4%	-11%	3.8%	7%	-1%	-0.2%	1%	i	0.0	-8%
CCOC(=O)c1ccc(S(=O)(=O)Nc2ccc3cn[nH]c3c2)cc1	0.7%	36%	0.0%	-2%	x	-0.9%	28%	i	2.3	14%
Cc1nnc(SCc2nnc(-c3ccccc3Br)o2)n1-c1ccccc1	-6.2%	-21%	0.2%	5%	9%	-2.4%	2%	i	2.9	32%
COC(=O)c1c(-c2cccc(C)c2)csc1NC(=O)C1CCCO1 (centres undefined)	1.8%	-30%	-0.1%	3%	-10%	-1.3%	16%	i	0.5	2%[20 µM]
COC(=O)c1sc(NC(=O)c2c(OC)cccc2OC)c(C#N)c1C	-0.2%	-23%	0.8%	12%	2%	-0.1%	5%	i	0.1	-1%
N#CC1=C2SCC(O)(c3ccccc3)N2C(=O)CC1c1ccccc1 (centres undefined)	-3.1%	-51%	-0.1%	20%	-19%	28%	-7%	x	x	-13%
CCn1c(=O)n(CC)c2cc(N3CCCC3)c(NC(=O)c3ccc(OC)c(Br)c3)cc21	6.2%	7%	-0.2%	-1%	-5%	-1.2%	9%	u	x	-12%
CCOc1ccc(NC(=O)CSc2nnnn2C2CCCC2)cc1	-1.1%	-2%	0.0%	-1%	-17%	-0.9%	-25%	i	0.4	-12%
COc1ccccc1/C=C/C=N/NC(=O)CCn1cnc2ccccc21	3.2%	6%	0.0%	-3%	2%	-0.9%	-39%	i	0.5	-28%
COC(=O)C1=C(C)NC(=O)NC1c1ccc(OC(=O)c2ccco2)cc1 (centres undefined)	x	-32%	-0.1%	15%	-7%	0.1%	0%	i	1.4	-14%[20 µM]
CC1CCCCN1C(=O)CN1C(=O)CN(C)C(=O)c2ccccc21 (centres undefined)	-6.6%	16%	-0.2%	-2%	-7%	-3.4%	1%	i	0.8	28%
COc1ccc(C2NC(=O)CCC2[N+](=O)[O-])c(OC)c1OC (centres undefined)	-3.6%	-17%	-0.1%	6%	-2%	-0.3%	17%	i	0.3	-6%
CNC(=S)N(Cc1cccs1)Cc1cc2cc(OC)ccc2[nH]c1=O	-4.6%	9%	-0.2%	-3%	4%	-0.2%	11%	i	0.2	-26%
O=C(O)CCCC(=O)Nc1ccc(Br)cc1	-4.5%	15%	-0.2%	2%	0%	0.4%	6%	i	1.4	1%
CCC(Sc1nc2cc(OC)c(OC)cc2c(=O)n1CCc1ccc(OC)c(OC)c1)C(=O)NCCOC (centres undefined)	-0.6%	-2%	0.6%	2%	14%	-0.9%	3%	i	0.3	-15%
COCc1c(Br)c(C)nc(OCC(=O)O)c1C#N	-5.6%	-20%	0.7%	12%	-6%	1.3%	18%	i	1.1	4%
CCOC(=O)c1c(NC(=O)c2cnn3c2NC(c2cccc(OC)c2)CC3C(F)(F)F)sc2c1CCCC2 (centres undefined)	4.7%	16%	0.4%	-4%	-4%	1.9%	-1%	i	0.3	-19%
O=C(NCC1CCCN(Cc2ccc3c(c2)OCCO3)C1)c1ccc2c(c1)OCO2 (centres undefined)	-0.4%	-18%	-0.4%	-4%	11%	0.9%	4%	i	0.7	-17%[20 µM]
COc1ccc(S(=O)(=O)Nc2c(C)n(C)n(-c3ccccc3)c2=O)c(Cl)c1Cl	-0.3%	-27%	-0.3%	-11%	11%	0.7%	10%	i	0.6	-18%[20 µM]
O=C(O)CCC(=O)Nc1ccccc1C(=O)NCc1ccco1	9.7%	22%	0.0%	-2%	-2%	1.3%	10%	i	0.9	-11%
Cc1ccc(N(CN2C(=O)NC(C)(C)C2=O)CN2C(=O)NC(C)(C)C2=O)cc1	-1.3%	-3%	0.0%	4%	2%	0.0%	12%	i	1.0	8%
CCN(CC)S(=O)(=O)c1cccc(NC(=O)c2cncc(Br)c2)c1	-0.3%	-55%	0.2%	-12%	7%	2.4%	15%	i	0.9	-12%
O=C(COC(=O)Cc1ccc(Br)cc1)NCc1ccc(F)cc1	-6.0%	48%*	-0.2%	-12%	-1%	2.9%	3%	i	0.4	-15%
C[n+]1cc[nH]c1SCC(=O)c1ccccc1	-2.5%	0%	-0.1%	-3%	-3%	-0.6%	-4%	i	1.0	4%
COC(=O)CSc1nc2ccc(NC(C)=O)cc2s1	-2.0%	-25%	-0.1%	2%	19%	1.2%	3%	i	1.7	20%
CC(C)C(=O)NC(=S)Nc1ccc(S(=O)(=O)N(C)C)cc1	-1.2%	-5%	-0.2%	25%	-1%	-1.3%	6%	i	0.7	x
CCC1CCc2c(sc(NC(=O)C3CC=CCC3C(=O)O)c2C#N)C1 (centres undefined)	2.7%	7%	0.3%	4%	11%	17%	6%	i	0.2	-86%
O=C(CN1CCN(Cc2ccc(Cl)cc2)C1=O)NCc1cccs1	1.9%	-36%	-0.3%	3%	-6%	3.2%	10%	i	0.5	-19%
CCCCN1C(=O)C(NC(C)=O)c2cc(Br)ccc21 (centres undefined)	-3.7%	-21%	-0.1%	4%	-1%	1.8%	-5%	i	0.8	0%
COC(=O)c1ccncc1C(=O)Nc1ccc(F)cc1	-4.4%	-22%	-0.4%	0%	9%	2.3%	10%	i	0.3	-4%
CCC1CCCCN1C(=O)c1sc2ncnc(N(CC)CC)c2c1C (centres undefined)	-2.0%	-10%	-0.4%	1%	6%	3.4%	-10%	i	0.3	-6%
O=S(=O)(c1ccc(Br)s1)N1CCc2ccccc2C1	7.8%	-6%	0.1%	5%	3%	1.3%	13%	i	1.9	15%
COc1cc(S(=O)(=O)Nc2ccc(C)cc2)ccc1N=Cc1c(C)[nH]n(-c2ccc(C)cc2)c1=O	0.7%	-21%	-0.1%	7%	12%	3.7%	-14%	i	0.8	-7%
COC(=O)[C@@H]1C[C@@]2(O)[C@@H](O)[C@@H](O)[C@@H](O)C[C@H]2N1Cc1ccc(C)s1	0.4%	9%	-0.1%	-4%	2%	-2.0%	5%	i	1.7	-31%
CCc1nc2ccccc2c(C(=O)OCC(=O)Nc2cccc(S(=O)(=O)NC3=NCCCCC3)c2)c1C	2.4%	24%	-0.1%	-6%	-6%	-0.9%	22%	i	1.6	-22%

Screening data from PubChem BioAssay.

This is a subset. The share of hits here may be higher or lower than overall.
